NCI-60 one-dose screen, 48 h, at 10 µM unless noted. Numbers give growth in % (100 = growth as untreated, 0 = no growth, -100 = all killed).
A549/ATCC – A549/ATCC NSCLC | 81,000 compounds, 3.7% hits | AID 1794740
M14 – M14 melanoma | AID 1794745 | 80,000 compounds, 6.2% hits
HOP-92 – HOP-92 NSCLC cells | 71,000 compounds, 6.3% hits | AID 1794738
HOP-62 – HOP-62 NSCLC; 80,000 compounds, 3.9% hits; AID 1794735
MOLT-4 – MOLT-4 leukemia cells; 80,000 compounds, 6.9% hits
CCRF-CEM – CCRF-CEM leukemia | 77,000 compounds, 7% hits | AID 1794778
RPMI-8226 – RPMI-8226 leukemia cells | 77,000 compounds, 7.5% hits | AID 1794781
EKVX – EKVX NSCLC; 71,000 compounds, 3% hits; AID 1794765
Starred values were filed as active, the others as inactive; · = no result given; & = joins results of further samples. Rule for the calls: active = growth percent below 10; inactive = the rest.

1. COc1ccc(C(=O)C(CN(C)C)c2ccc(OC)cc2)cc1 (centres undefined)
2. CC/C(Cc1ccc(O)cc1)=N\NC(N)=S
3. Cc1cc(C)cc(Nc2nccc(-c3c(-c4ccc(F)cc4)ncn3C3CCNCC3)n2)c1
4. COC1OC2COC(c3ccccc3)OC2C(NC#N)C1OS(C)(=O)=O (centres undefined)
5. CCOC(=O)CCCN1C/C(=C\c2ccc(C)cc2)C(=O)c2ccccc21
6. COc1ccc(-c2ncc(-c3ccccc3)[nH]2)cc1
7. O=C1NC(c2ccc(Cl)c(Cl)c2)=C/C1=C\c1ccccc1
8. CCCCCc1ccc(S(=O)(=O)Nc2cccc(-c3csc(N)n3)c2)cc1
Assay by compound | 1 | 2 | 3 | 4 | 5 | 6 | 7 | 8
A549/ATCC | 86 | 97 | 6.7* | 97 | 100 | 98 | 55 | 86
M14 | 61 | 79 | -86* | 93 | 111 | 163 | 91 | 101
HOP-92 | · | 106 | 27 | 85 | 83 | · | 72 | 88
HOP-62 | 96 | 95 | 25 | 99 | 81 | 118 | 69 | 102
MOLT-4 | 53 | 75 | -14* | 87 | 105 | 93 | 54 | 74
CCRF-CEM | 3.8* | 44 | -13* | 82 | 104 | · | 46 | 85
RPMI-8226 | 1.3* | 78 | -3.3* | 95 | 94 | 295 | 48 | 72
EKVX | 91 | 70 | 27 | · | 104 | 89 | 71 | 90

9. Cc1ccnc(-c2cc(C)ccn2)c1
10. C/C(=N\N=C1\SCC(=O)N1c1cc(C)ccc1Cl)c1cc2ccccc2oc1=O
11. Cc1cccc(C(=O)Nc2cccc(C#Cc3cccc4[nH]nc(N)c34)c2)c1
12. FC(F)(F)c1ccccc1C#Cc1ccccc1C#Cc1ccc(OCCCCCCOc2ccc(C#Cc3ccccc3C#Cc3ccccc3C(F)(F)F)cc2)cc1
13. COc1nc(N)nc2c1N=C(c1ccc(C(F)(F)F)cc1)c1ccccc1N2
14. CCC1(CC)CNC(=O)NC1
15. NS(=O)(=O)c1cnccc1Oc1cccc2cccnc12
16. N#C/C(=C\c1ccc(-c2cc(Cl)ccc2Cl)o1)c1ccccc1
Assay by compound | 9 | 10 | 11 | 12 | 13 | 14 | 15 | 16
A549/ATCC | 107 | 96 | 73 | 110 | · | 101 | 95 | 92
M14 | · | 79 | 61 | 126 | 95 | 102 | 99 | 82
HOP-92 | 85 | 73 | 99 | 121 | 57 | 82 | 78 | 73
HOP-62 | 89 | 85 | 93 | 127 | 92 | 105 | 87 | 79
MOLT-4 | 96 | 97 | 36 | 123 | 78 | 110 | 93 | 94
CCRF-CEM | 89 | 90 | 37 | 152 | 111 | 103 | · | 98
RPMI-8226 | 104 | 85 | 56 | 113 | 105 | 104 | 88 | 104
EKVX | 104 | 89 | 88 | 98 | 80 | 110 | 97 | 67

17. Cc1ccc([N+](=O)[O-])cc1N
18. CN1CC(=O)N(c2ccccc2)N=C1C(=O)Nc1ccccc1Cl
19. O=c1[nH][nH]c(=O)c2cc([N+](=O)[O-])ccc12
20. NS(=O)(=O)c1cn(-c2ccc([N+](=O)[O-])c3nonc23)ccc1=O
21. CC1=CC(=O)CC(C(C)C)C1 (centres undefined)
22. Clc1ccc(-c2nc3ccc(/C(=N\N=C\c4ccccc4)c4ccccc4)cc3[nH]2)cc1
23. N#C/C(=C1C=C/C(=N\O)C(Cl)=C\1)c1ccccc1
24. Cc1c2oc3c(C)ccc(C(=O)N[C@@H]4C(=O)N[C@H](C(C)C)C(=O)N5CCC[C@H]5C(=O)N(C)CC(=O)N(C)[C@@H](C(C)C)C(=O)O[C@H]4C)c3nc-2c(C(=O)N[C@@H]2C(=O)N[C@H](C(C)C)C(=O)N3CCC[C@H]3C(=O)N(C)CC(=O)N(C)[C@@H](C(C)C)C(=O)O[C@H]2C)c(N)c1=O
Assay by compound | 17 | 18 | 19 | 20 | 21 | 22 | 23 | 24
A549/ATCC | 94 | 107 | 108 | 43 | 95 | 81 | 31 | -39*
M14 | 104 | · | 100 | · | 103 | 77 | 46 | ·
HOP-92 | 70 | 111 | 107 | 96 | 83 | 96 | 38 | -16*
HOP-62 | 98 | 102 | 102 | 93 | 107 | 111 | 33 | -17*
MOLT-4 | 101 | 102 | 100 | 98 | 89 | 59 | 34 | -7.3*
CCRF-CEM | 98 | 106 | 100 | 95 | 93 | 71 | · | 0.8*
RPMI-8226 | 104 | 106 | 106 | 68 | 103 | 55 | 27 | -21*
EKVX | 108 | 98 | 106 | 103 | 101 | 93 | · | -11*

25. O=C(C1=CN(Cc2ccccc2)CCS1)N(Cc1ccccc1)c1ccccc1
26. Cc1c(NC(=O)c2sc3nc4c(cc3c2N)CN(Cc2ccccc2)CC4)cccc1C(F)(F)F
27. C(=NNc1ncnc2ccccc12)c1cccnc1
28. Cc1[nH]c(=O)[nH]c(=O)c1CO
29. CC1(C)CC(=O)C2=C(C1)N(c1ccc(F)cc1F)C(N)=C(C#N)C2c1cc(Cl)ccc1Br (centres undefined)
30. CC(C)=C(c1ccccc1)c1ccccc1
31. O=C(O)c1cc(N2CCCCC2)ccn1
32. O=C1C(Cl)=C(Nc2cccc3ccccc23)C(=O)c2ccccc21
Assay by compound | 25 | 26 | 27 | 28 | 29 | 30 | 31 | 32
A549/ATCC | 94 | 54 | 103 | 101 | 100 | 100 | 106 | 88
M14 | 94 | 31 | 106 | 95 | 99 | 106 | 104 | 88
HOP-92 | 89 | 77 | 105 | 96 | 111 | 73 | · | ·
HOP-62 | 97 | 36 | 98 | 96 | 91 | 106 | · | 85
MOLT-4 | 100 | 26 | 109 | 107 | 103 | 112 | 91 | 65
CCRF-CEM | 101 | 16 | 107 | 109 | 101 | 98 | 106 | 65
RPMI-8226 | 93 | 36 | 104 | 104 | 98 | 94 | 120 | 18
EKVX | 87 | 62 | 91 | 97 | 93 | 99 | 99 | 74

(further entries)
entry	molecule	A549/ATCC	M14	HOP-92	HOP-62	MOLT-4	CCRF-CEM	RPMI-8226	EKVX
33	COc1cc(CC2COC(=O)C2(O)Cc2ccc(O)c(OC)c2)ccc1O (centres undefined)	83	86	84	70	78	75	62	71
34	OC(COc1cccc2ccccc12)CN1CCN(c2cccc(Cl)c2)CC1 (centres undefined)	110	100	93	88	·	106	·	130
35	COc1cccc(C2=NN(c3ccc(-c4ccccc4)nn3)C(c3ccccc3)C2)c1 (centres undefined)	94	88	78	79	91	100	98	·
36	O=C(NCCNC(=O)Oc1cccc2ccccc12)Oc1cccc2ccccc12	93	107	80	85	81	65	93	93
37	O=C1/C(=C/c2ccccc2O)Oc2cc(O)ccc21	106	107	125	111	96	100	103	97
38	NC(=O)C1(c2ccccc2)OC(=O)c2ccccc21 (centres undefined)	91	105	93	97	99	99	100	101
39	CC1=C2CC[C@]2(C)[C@]23OC[C@](C)(C[C@@H]2C1=O)[C@@H]3O	100	98	108	102	98	103	107	99
40	COc1ccc(-c2nnc(SCC(=O)Nc3ccc(C(=O)/C=C/c4cc(OC)c(OC)c(OC)c4)cc3)n2-c2ccccc2)cc1	80	96	105	110	70	71	31	90
41	CC(CO)(CO)COS(=O)(=O)c1ccccc1	90	98	·	112	107	98	100	·
42	O=C(Nc1nc2ccccc2s1)c1ccc(F)cc1	98	110	79	106	100	101	88	78
43	C=CN(C(=O)N1CCN(c2cc3c(cc2F)c(=O)c(C(=O)O)cn3C2CC2)CC1)c1nc(-c2ccc(Br)cc2)cs1	91	98	82	81	92	88	67	97
44	Cc1ccc(N=C(N)N)cc1	69	98	74	88	88	96	100	105
45	CC(C)CC(C)OB(OC(C)CC(C)C)OC(C)CC(C)C (centres undefined)	107	·	80	101	·	95	111	116
46	Cc1cccnc1N	93	100	88	·	112	89	102	·
47	Cc1ccc2c(c1)ncn2-c1ncnc2c1CC(C)c1ccccc1N2C (centres undefined)	24	20	24	34	12	13	-9.6*	41
48	Nc1ncnc2c1N=C(c1ccccc1)CC(c1cccc(Nc3ccnc4cc(Cl)ccc34)c1)N2 (centres undefined)	92	97	80	85	91	89	79	95
49	CCCCNC(c1ccc(N(CC)CC)cc1)C(Br)(Br)Br (centres undefined)	109	109	91	106	94	81	89	·
50	Clc1ccc2c(NCCNc3nc(-c4ccccc4)cc(-c4ccccc4)n3)ccnc2c1	-75*	-75*	-67*	-74*	-32*	-9.5*	-34*	19
51	Nc1nc(-c2n[nH]c(=S)n2-c2ccc(Oc3ccccc3)cc2)cs1	91	100	98	101	83	92	93	107
52	c1ccc2c(c1)ccc1c2nc2c3cc4ccccc4n3c3ccccc3n12	100	99	93	85	109	102	98	72
53	Cc1ccccc1C(=O)Nc1ccc(Cl)cc1	91	111	97	108	98	98	97	97
54	O=NN(CCCl)C(=O)NCc1ccc(-c2ccc(CNC(=O)N(CCCl)N=O)cc2)cc1	87	95	96	91	82	93	94	·
55	COc1ccc(/C=c2\nc3n(-c4ccccc4)c4n(n-3c2=O)C(=O)C(Cc2c[nH]c3ccccc23)N=4)cc1 (centres undefined)	108	102	97	84	96	105	103	88
56	N#Cc1c2c(nn(-c3ccccc3)c1=O)C(O)=C([N+](=O)[O-])C(c1ccoc1)C2 (centres undefined)	95	102	73	84	99	93	·	93
57	Cc1ccc(CN2CC3(Cc4c(C(C)(C)C)nn(-c5ccccc5)c42)C(=O)CC(C)(C)CC3=O)cc1	60	99	58	101	·	53	48	·
58	CCN(CC)CCOC(COc1cc(C)cc(C)c1)COc1cc(C)cc(C)c1	48	7.5*	23	54	14	15	0.4*	53
59	CN(C)CCNc1nc(NN2C(=O)c3cccc4cccc(c34)C2=O)nc(N2CCOCC2)n1	106	100	96	91	99	99	100	87
60	C=C1c2c(C)nn(-c3cccc(Cl)c3)c2N(C)C23C[C@H]1C1(C)c4c(C)nn(-c5cccc(Cl)c5)c4N(C)C(C)(C[C@H]12)C3 (some centres undefined)	100	111	·	108	99	99	108	·
61	CC1(C)CC(=O)C2=C(C1)N(c1ccc(OC(F)(F)F)cc1)C(N)=C(C#N)C2c1ccc(Br)cc1 (centres undefined)	76	92	68	48	98	94	94	94
62	COc1ccccc1NC(=O)c1sc2c(=O)[nH]c(C(F)(F)F)nc2c1C	101	117	98	113	·	97	85	100

Gathered by group: the compounds so far containing two or more sulfur atoms.
entry	molecule	A549/ATCC	M14	HOP-92	HOP-62	MOLT-4	CCRF-CEM	RPMI-8226	EKVX
8	CCCCCc1ccc(S(=O)(=O)Nc2cccc(-c3csc(N)n3)c2)cc1	86	101	88	102	74	85	72	90
51	Nc1nc(-c2n[nH]c(=S)n2-c2ccc(Oc3ccccc3)cc2)cs1	91	100	98	101	83	92	93	107

Later entries.
entry	molecule	A549/ATCC	M14	HOP-92	HOP-62	MOLT-4	CCRF-CEM	RPMI-8226	EKVX
63	CCOC(=O)C1=Nc2cccc3c(O)ccc1c23	94	108	78	99	85	103	102	·
64	Cc1cc(C)c(NC(=O)c2sc3nc4c(cc3c2N)CN(Cc2ccccc2)CC4)c(C)c1	30	40	38	34	25	17	21	·
65	CC(=O)N1N=C(c2ccc(Nc3nc(Nc4ccc(F)cc4)nc(Nc4ccc(Cl)cc4)n3)cc2)CC1c1ccc(N(C)C)cc1 (centres undefined)	30	41	22	59&109	29	-28*	55	43
66	O=c1[nH]c(-c2ccccc2)nc2sc3cc(O)ccc3c12	82	75	95	105	67	73	82	66
67	CN(C)C(=O)Nc1ccc(Cl)c(Cl)c1	115	99	112	97	76	124	167	79
68	COc1ccc(OC)c(NCC(O)c2ccccc2)c1 (centres undefined)	104	115	69	94	97	·	73	90
69	O=[N+]([O-])c1cccc(-c2nc3cc4nc5ccccc5[nH]c4cc3n2)c1	93	103	113	96	93	111	101	100
70	COc1ccc(Cn2cc3c(c2-c2ccccc2)CCc2cnc(=O)[nH]c2-3)cc1	86	102	·	92	77	62	31	84
71	COc1ccc(C(C#N)(CCN(C)C)CN(C)C)cc1 (centres undefined)	115	101	108	95	102	98	110	96
72	c1csc(-c2ccn[nH]2)c1	104	110	97	97	104	96	81	107
73	Nc1ccccc1C(=O)NC1=NC=S1[N+](=O)[O-] (centres undefined)	99	97	96	91	98	96	117	103
74	CC12CCC3C(=CCc4cc(O)ccc43)C1C/C(=N\O)C2O (centres undefined)	100	107	132	·	98	99	·	81

Filtered by structure: those above containing a COOH group (2)
entry	molecule	A549/ATCC	M14	HOP-92	HOP-62	MOLT-4	CCRF-CEM	RPMI-8226	EKVX
31	O=C(O)c1cc(N2CCCCC2)ccn1	106	104	·	·	91	106	120	99
43	C=CN(C(=O)N1CCN(c2cc3c(cc2F)c(=O)c(C(=O)O)cn3C2CC2)CC1)c1nc(-c2ccc(Br)cc2)cs1	91	98	82	81	92	88	67	97
